Source: PubChem
ADAM17 inh: inhibits human ADAM17. P78536. recombinant ADAM17, EDANS/DABCYL FRET peptide cleavage. inhibition, % at 6.95 µM. 370,000 tested, 0.83% active. AID 720648;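 active = inhibition above the mean of compounds lying between control limits plus 3 SD, set per campaign, cut at about 8.5% in these data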;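 note: 0% = DMSO-only wells as the low control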
Target sequence (P78536 215-824 limits assumed): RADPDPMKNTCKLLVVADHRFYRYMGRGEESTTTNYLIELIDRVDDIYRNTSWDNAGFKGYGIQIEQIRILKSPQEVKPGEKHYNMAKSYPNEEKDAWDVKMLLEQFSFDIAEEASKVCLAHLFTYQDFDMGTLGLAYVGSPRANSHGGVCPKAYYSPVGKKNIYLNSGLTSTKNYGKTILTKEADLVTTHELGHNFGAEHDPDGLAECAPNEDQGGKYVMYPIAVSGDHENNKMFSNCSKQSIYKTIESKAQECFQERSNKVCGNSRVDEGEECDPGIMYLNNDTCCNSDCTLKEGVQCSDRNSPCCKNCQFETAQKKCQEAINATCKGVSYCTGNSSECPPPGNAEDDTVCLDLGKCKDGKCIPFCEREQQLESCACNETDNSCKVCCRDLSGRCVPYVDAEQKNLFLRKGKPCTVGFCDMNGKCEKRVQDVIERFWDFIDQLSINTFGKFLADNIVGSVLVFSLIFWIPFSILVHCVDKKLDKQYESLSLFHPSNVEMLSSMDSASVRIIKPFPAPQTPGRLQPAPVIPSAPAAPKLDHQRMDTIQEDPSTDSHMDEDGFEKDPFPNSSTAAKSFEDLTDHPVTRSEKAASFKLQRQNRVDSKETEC
DDE Tn7 FP inh: inhibitors of Tn7 peptide binding to human fibrin DD(E); FP displacement of FITC-Tn7 peptide from fibrin DD(E); 0% = median of compound wells per plate; inhibition, % at 8.3 µM; 370,000 tested, 0.13% active; AID 720508;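 active = inhibition above the mean of compounds falling within the control limits plus 3 SD of them, cut at about 14% in these data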;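 note: 0% = plate median of compound wells and 100% = 10 µM Aha-Tn7 peptide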
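Test system – human fibrin DD(E) · Times – 10 min preincubation, 3 h with tracer, room temperature · Detection – fluorescence polarization of the labelled Tn7 tracer · Measure – percent inhibition normalized to high-control wells · Benchmarks – high control wells with 10 µM unlabelled Aha-Tn7 peptide (full inhibition) · Repeats – singlicate testing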
TDP2 absorb: blocks human TDP2 phosphodiesterase activity. 370,000 tested, 0.34% active. inhibition, % at 12.8 µM. O95551. recombinant TDP2, T5PNP hydrolysis, p-nitrophenol absorbance 415 nm. AID 720702;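 active = inhibition above the mean of all tested compounds plus 3 SD, set per campaign, cut at about 25% in these data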;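 note: 0% = DMSO with enzyme and 100% = buffer with substrate but no TDP2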
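Assay system: Recombinant human TDP2 | Quantity: 120 nM TDP2 per well | Incubation: 2 h at 37 °C | Signal: Epi absorbance | Evaluation: Percent inhibition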
ADAM10 inh: inhibitors of human ADAM10. O14672. recombinant ADAM10, EDANS/DABCYL FRET peptide cleavage, 3 h. inhibition, % at 7 µM. 370,000 tested, 0.62% active. AID 720582;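 active = inhibition above a per-campaign cutoff equal to the mean of compounds falling between control-based bounds plus 3 SD, cut at about 20% in these data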;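 note: 0% = DMSO wells while the 100% control is not disclosed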
PLC-gamma1 inh: inhibitors of human phospholipase C gamma1; purified PLC-gamma1, fluorogenic substrate, fluorescence; inhibition, % at 12.2 µM; 370,000 tested, 0.84% active; in the data active = inhibition above about 9.5%
KLK7 zymogen act: proKLK7 (human) activation, primary screen. purified proKLK7, EDANS-DABCYL substrate fluorescence; 100% is mature enzyme control, 0% vehicle. AID 652039. activation, % at 7 µM. 370,000 tested, 0.9% active;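 active = activation above the mean of all tested compounds plus 3 SD, computed per campaign excluding outliers beyond control limits, cut at about 13% in these data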
Target sequence (P49862 whole entry, looked up): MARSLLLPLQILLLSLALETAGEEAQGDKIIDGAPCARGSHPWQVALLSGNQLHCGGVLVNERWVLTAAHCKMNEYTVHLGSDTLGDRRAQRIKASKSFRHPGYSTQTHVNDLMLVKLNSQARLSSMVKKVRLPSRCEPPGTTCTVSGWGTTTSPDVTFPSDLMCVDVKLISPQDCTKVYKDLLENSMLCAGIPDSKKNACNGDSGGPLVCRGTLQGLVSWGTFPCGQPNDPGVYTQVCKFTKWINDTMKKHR
ARFGAP1 inh: inhibitors of rat ARFGAP1. Arfgap1-stimulated ARF1 GTP hydrolysis, GDP FP detection. inhibition, % at 16.5 µM. 360,000 tested, 0.26% active;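 active = inhibition above a per-plate limit, mean inhibition of low control wells plus 3 SD, cut at about 25% in these data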;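 note: 0% = DMSO wells with enzyme and 100% = wells lacking Arfgap1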
Target sequence (Q62848 1-136 limits assumed): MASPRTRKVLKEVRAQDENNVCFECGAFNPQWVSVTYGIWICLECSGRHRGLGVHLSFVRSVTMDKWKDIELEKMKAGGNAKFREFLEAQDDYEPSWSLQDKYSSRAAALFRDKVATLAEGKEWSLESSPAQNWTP
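System: truncated rat Arfgap1 GAP domain / Benchmarks: high control wells lacking Arfgap1, low control full reaction with DMSO / Times: compound-enzyme preincubation 20 min, reaction 120 min, detection 60 min, 25 °C / Repeats: one replicate per compound / Also added: human ARF1(Δ1-17)-GTP substrate / Measured by: Tracer-displacement fluorescence polarization with EDTA stop, 620/688 nm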
Tn6 DDE FP: inhibitors of Tn6 peptide binding to human fibrin DD(E); inhibition, % at 8.3 µM; 370,000 tested, 0.21% active; Fibrin DD(E) TRITC-Tn6 fluorescence polarization displacement; P02675;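 active = inhibition above a per-campaign cutoff: mean of compounds within control limits plus 3 SD, cut at about 15% in these data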;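 note: 0% = median of all compound wells on the plate and 100% = blocking peptide control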
ASAP1 GAP inh: blocks human ASAP1-stimulated Arf1 GTP hydrolysis; Q9ULH1; GDP FP detection; inhibition, % at 16.5 µM; 360,000 tested, 0.19% active; AID 624377; in the data active = inhibition above about 25%;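 note: 0% = vehicle with enzyme and substrate and 100% = no enzyme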
LEDGF integ inh: blocks HIV-1 LEDGF/p75-dependent DNA integration; inhibition, % at 3.7 µM; AID 743269; 370,000 tested, 0.64% active; TR-FRET IN-LEDGF/p75 DNA integration, Eu/Cy5;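 active = inhibition above the screen-wide mean plus 3 SD, cut at about 13% in these data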;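 note: signal is the Cy5 over europium emission ratio at 671 and 618 nm; 0% = plate median of compound wells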
Starred values were filed as active, the others as inactive; i = inactive.

SMILES | ADAM17 inh | DDE Tn7 FP inh | TDP2 absorb | ADAM10 inh | PLC-gamma1 inh | KLK7 zymogen act | ARFGAP1 inh | Tn6 DDE FP | ASAP1 GAP inh | LEDGF integ inh
COc1cc(C(=O)NC2CCCc3c2cnn3-c2ccccc2F)cc(OC)c1OC (stereo unspecified) | -2 | 5 | -7 | 10 | 0 | -0.4 | 11 | 2 | -7 | -3
CCOC(=O)C1(CCOc2ccccc2)CCN(Cc2ccccc2O)CC1 | -2 | 0 | -11 | -2 | 0 | 0.6 | -3 | -4 | 2 | -1
COc1ccc(S(=O)(=O)N2CCCN(C)CC2)cc1 | 1 | -7 | 1 | 1 | 5 | 0.0 | 12 | -7 | -1 | 2
Cc1cccc(S(=O)(=O)NC(=O)C2(C)CCN2C(=O)Cc2ccc(Cl)cc2Cl)c1 (stereo unspecified) | 0 | -1 | 10 | 0 | -3 | 0.1 | -10 | -10 | 8 | 1
CN(C(=O)COC(=O)c1cc2ccccc2cc1O)c1c(N)n(Cc2ccccc2)c(=O)[nH]c1=O | -1 | 3 | -3 | -15 | -74 | 5.5 | -9 | 3 | -13 | -2
O=C(Nc1ccc2c(c1)OCCO2)C(c1cc2ccccc2o1)N1CCN(C/C=C/c2ccccc2)CC1 (stereo unspecified) | 2 | -2 | 5 | 10 | 0 | -0.2 | 10 | 2 | 13 | 4
COc1cccc(C(=O)NC(C)CCc2ccccc2)c1 (stereo unspecified) | -3 | -2 | -2 | 5 | 1 | 0.1 | -3 | -6 | -12 | -5
CCc1nc2cc(Cl)c(Cl)cc2nc1CC | -4 | 3 | -4 | 2 | 1 | 0.0 | 5 | -9 | 3 | -7
CCC(=O)Nc1nnc(S(=O)(=O)N(CC)c2ccc(Cl)cc2)s1 | -3 | -3 | 10 | 0 | 1 | -0.1 | -4 | -3 | 6 | -4
CC(=O)CCc1ccc(OCC(=O)Nc2cccc(S(=O)(=O)N(C)c3ccccc3)c2)cc1 | 2 | -1 | -10 | 2 | -1 | -0.3 | -6 | 5 | 3 | -4

Reprinted from the part before: two entries, followed by the next part.
SMILES | ADAM17 inh | DDE Tn7 FP inh | TDP2 absorb | ADAM10 inh | PLC-gamma1 inh | KLK7 zymogen act | ARFGAP1 inh | Tn6 DDE FP | ASAP1 GAP inh | LEDGF integ inh
CCC(=O)Nc1nnc(S(=O)(=O)N(CC)c2ccc(Cl)cc2)s1 | -3 | -3 | 10 | 0 | 1 | -0.1 | -4 | -3 | 6 | -4
CC(=O)CCc1ccc(OCC(=O)Nc2cccc(S(=O)(=O)N(C)c3ccccc3)c2)cc1 | 2 | -1 | -10 | 2 | -1 | -0.3 | -6 | 5 | 3 | -4
CC1=C(C#N)C(=O)NC(=O)/C1=C\c1ccc(-c2ccc(C)cc2[N+](=O)[O-])o1 | -8 | 0 | 18 | -18 | -24 | 0.5 | 8 | -2 | -4 | 4
O=C(COC(=O)CNC(=O)c1ccccc1F)Nc1nnc(-c2ccccc2)o1 | -2 | 3 | 9 | -10 | -1 | -0.4 | 13 | 4 | -2 | 3
COc1ccc(NC(=O)/C=C/c2ccc(OC(F)F)cc2)cn1 | 1 | -7 | -15 | 8 | 0 | 0.2 | 15 | 4 | 3 | 1
COc1ccc(-n2ccc(=O)c(C(=O)O)n2)cc1 | -1 | 6 | -4 | -9 | -16 | 1.2 | 1 | 10 | 0 | -2
CCNC(=S)NC(=NCc1cccnc1)Nc1nc(C)cc(C)n1 | -2 | 2 | 6 | 2 | -1 | 0.4 | -1 | 6 | -4 | -1
CSc1ccccc1NC(=O)Nc1cccc2ccccc12 | -35 | 0 | -4 | -73 | -56 | -4.1 | -5 | 7 | -1 | -3
O=C(Nc1ccccc1)C(c1ccccc1)c1ccccc1 | 2 | 10 | 7 | 7 | 0 | -0.1 | -3 | -1 | -6 | 0
COc1ccc(NC(=O)CCC(=O)c2ccc(Cl)cc2)cn1 | -3 | -2 | 1 | 2 | -8 | -0.6 | -13 | 2 | -15 | -1
COc1ccc(/C=C\C(=O)NCC(=O)N/N=C/c2cccc(OC)c2O)cc1 | -2 | -8 | -15 | 2 | -5 | -2.1 | 21 | 3 | 1 | -3
C(=C\c1ccccc1)/CN1CCN(C(c2nnnn2Cc2ccccc2)C2CC2)CC1 (stereo unspecified) | -2 | 1 | -4 | -2 | 1 | 0.6 | -4 | -4 | 2 | -3
CC(C)N(Cc1ccccc1)C(=O)COC(=O)c1cc[n+]([O-])cc1 | 0 | 2 | 3 | -9 | 1 | -0.7 | -10 | 3 | 3 | -1
CCOC(=O)C1=C(c2ccccc2)Nc2nc(C)nn2C1c1cccc(OC)c1OC (stereo unspecified) | -2 | 6 | 4 | -1 | 5 | -0.6 | 11 | 0 | 2 | 1
N#Cc1ccc(CSc2nnc(-c3cccc(S(=O)(=O)N4CCCCC4)c3)o2)cc1 | 3 | -3 | 1 | -1 | 1 | 0.4 | -10 | 11 | 11 | 2
COc1ccccc1CCNC(=O)C(=O)c1cn(CC(=O)N2CCOCC2)c2ccccc12 | 2 | 3 | -8 | 7 | 2 | 0.4 | -3 | 3 | -2 | -4
CCOC(=O)N1CCC(NC(=O)c2ccc3c(c2)N=C(CC)c2cc(C)ccc2S3)CC1 | 3 | 0 | -16 | 8 | 0 | 0.2 | -1 | 2 | -4 | -6
CN1CCN(CCCNC(=O)Nc2ccc([N+](=O)[O-])cc2)CC1 | -3 | 6 | 12 | 2 | 2 | -0.3 | 7 | 1 | 7 | -6
COc1ccc(NC(=O)CSc2nnc(C3CCCCC3)n2N)cc1OC | -1 | 1 | 7 | 1 | 2 | -0.1 | 2 | -1 | -16 | 0
COc1ccc(/C=C2/SC(=O)NC2=O)cc1 | -1 | 1 | 7 | -1 | 4 | 0.3 | -6 | 11 | -1 | 0
COc1ccccc1C(=O)NCC(=O)OCCCOC(=O)CNC(=O)c1ccccc1OC | -5 | -6 | -3 | -7 | 6 | -0.6 | -5 | -6 | 2 | 5
O=C(c1cccc(N2C(=O)c3ccccc3C2=O)c1)N1CCCC(C(F)(F)F)C1 (stereo unspecified) | -2 | 4 | 0 | -6 | -2 | -0.2 | -6 | 4 | -23 | 0
Cn1c(CS(=O)Cc2c(Cl)cccc2Cl)nnc1SCc1ccc(Cl)cc1 (stereo unspecified) | -8 | -10 | -17 | -23 | 1 | -1.8 | 6 | -2 | 1 | 1
COc1cccc(/C=N/NC(=O)c2c(-c3ccccc3)noc2C)c1O | 1 | -3 | -11 | -8 | -67 | -6.0 | 5 | -8 | 9 | -12
Cc1cccc2nc(CSc3nc4ccccc4o3)cn12 | 0 | 0 | 3 | -7 | 1 | -0.1 | 7 | 1 | 5 | 2
CN(CC(=O)Nc1cccc(F)c1)C(=O)c1cccc(S(=O)(=O)N2CCN(c3ccc(F)cc3)CC2)c1 | 15* | 0 | -15 | 20* | 4 | 0.0 | 11 | 0 | 3 | 3
CCC1(C)Cc2ccccc2-c2nc(NCCCO)[nH]c(=O)c21 (stereo unspecified) | i | 0 | 0 | i | i | 33* | -2 | 8 | 13 | -4
CC(CCCC(C)(C)O)NCc1cn[nH]c1-c1ccc2c(c1)OCO2 (stereo unspecified) | -5 | 2 | 4 | -6 | -3 | 0.5 | 8 | -8 | 8 | -3
CC1CCC(NC(=O)C2CC(O)CN2S(=O)(=O)c2ccc([N+](=O)[O-])cc2)CC1 (stereo unspecified) | -5 | 2 | 5 | -11 | 3 | 0.1 | 1 | -4 | 7 | 0
CS(=O)(=O)Nc1ccccc1C(=O)NCCSc1ccc(Cl)cc1 | -52 | 10 | 2 | -107 | -27 | -4.4 | -1 | -5 | -12 | -1
CC1CCc2c(cnc3ncnn23)C1 (stereo unspecified) | -4 | -1 | 4 | 2 | 1 | 0.6 | -4 | -4 | -14 | -4
Cn1c(=O)oc2cc(S(=O)(=O)N3CCC(C(=O)NCc4ccccc4Cl)CC3)ccc21 | 1 | 9 | -4 | 6 | -2 | -0.6 | -5 | 6 | -7 | 0
Cc1ccc(N2CC(C(=O)N3CCOCC3)CC2=O)cc1Cl (stereo unspecified) | -5 | 6 | 4 | -10 | -1 | 0.1 | 8 | -5 | 2 | -5
Cc1ccc(S(=O)(=O)NCC(=O)OCC(=O)N2C(C)CCCC2C)cc1 (stereo unspecified) | -1 | -5 | -5 | 1 | 4 | -0.1 | 1 | -6 | -5 | 1
Cc1ccc(NS(=O)(=O)c2cccc(C(=O)NCCCN3CCCC3=O)c2)cc1 | -1 | 4 | 1 | 2 | -1 | -0.5 | -2 | -1 | -3 | 3
COc1ccc(N2CCCn3c2nc2c3c(=O)n(CCN3CCOCC3)c(=O)n2C)cc1 | 0 | -10 | -14 | 5 | 3 | 0.2 | 10 | -4 | 11 | -1
Cc1cccc(N2CCN(C(=O)c3cn4ccccc4n3)CC2C)c1 (stereo unspecified) | -5 | 0 | 0 | -7 | -1 | 0.6 | 3 | 0 | -13 | -2

Compounds from the list above that contain an aryl thioether with sulfur outside any ring:
SMILES | ADAM17 inh | DDE Tn7 FP inh | TDP2 absorb | ADAM10 inh | PLC-gamma1 inh | KLK7 zymogen act | ARFGAP1 inh | Tn6 DDE FP | ASAP1 GAP inh | LEDGF integ inh
CSc1ccccc1NC(=O)Nc1cccc2ccccc12 | -35 | 0 | -4 | -73 | -56 | -4.1 | -5 | 7 | -1 | -3
N#Cc1ccc(CSc2nnc(-c3cccc(S(=O)(=O)N4CCCCC4)c3)o2)cc1 | 3 | -3 | 1 | -1 | 1 | 0.4 | -10 | 11 | 11 | 2
COc1ccc(NC(=O)CSc2nnc(C3CCCCC3)n2N)cc1OC | -1 | 1 | 7 | 1 | 2 | -0.1 | 2 | -1 | -16 | 0
Cn1c(CS(=O)Cc2c(Cl)cccc2Cl)nnc1SCc1ccc(Cl)cc1 (stereo unspecified) | -8 | -10 | -17 | -23 | 1 | -1.8 | 6 | -2 | 1 | 1
Cc1cccc2nc(CSc3nc4ccccc4o3)cn12 | 0 | 0 | 3 | -7 | 1 | -0.1 | 7 | 1 | 5 | 2
CS(=O)(=O)Nc1ccccc1C(=O)NCCSc1ccc(Cl)cc1 | -52 | 10 | 2 | -107 | -27 | -4.4 | -1 | -5 | -12 | -1
